# GRK2 inh = compounds blocking aptamer binding on GRK2 – biochemical, human GRK2, bead flow cytometry, HTS, primary screen. AID 488847, 2010. inhibition of aptamer binding, % at 10 µM. FAM-aptamer displacement from GRK2. Beta-adrenergic receptor kinase 1 (Homo sapiens), P25098. 330,000 tested, 0.59% active;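 active = inhibition of aptamer binding above 40%, roughly 3 SD of noise, on plates passing a quality check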;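 note: median bead fluorescence of bound FAM aptamer so fluorescent compounds give negative values; no value below 0 was filed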
# Fh CTSL1 inh = Fasciola hepatica cathepsin L1 inhibitors, primary screen, counter-screen for PFM18AAP inhibitor project, biochemical, QFRET, fluorogenic peptide substrate; inhibition, % at 5.96 µM; 300,000 tested, 0.49% active; recombinant F. hepatica cathepsin L1, Z-Leu-Arg-MCA fluorescence;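 active = inhibition above the mean of all tested compounds plus 3 SD, set per screening campaign, cut at about 17% in these data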;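 note: 0% = plate median of test compound wells and 100% = 1 µM Z-Phe-Ala-diazomethylketone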
# HCV core dimer = inhibitors of HCV core protein dimerization, primary screen, biochemical, TR-FRET, high-throughput; 300,000 tested, 0.33% active; TR-FRET GST/Flag-core106 dimerization, 1536-well; inhibition, % at 5 µM; AID 1899, 2009;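 active = inhibition above the mean of all tested compounds plus 3 SD, set per screening campaign, cut at about 45% in these data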
#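 Assay system: GST-tagged and Flag-tagged HCV core protein residues 1-106 / Times: compound-protein-antibody incubation 4 h at 22.5 °C / Signal: time-resolved FRET, ex 340 nm, em 617 and 671 nm / Evaluation: % inhibition based on acceptor/donor emission ratio / Benchmarks: wells lacking GST-core106 and wells with excess unlabelled core106 / Repeats: singlicate, one well per compound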
# PP1 counter = PP1-alpha phosphatase inhibitors, primary screen, counter-screen for PP5 inhibitor project, biochemical, fluorescence, OMFP substrate, single point | purified PP1alpha | inhibition, % at 6.7 µM | 320,000 tested, 0.9% active;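 active = inhibition above the mean inhibition of all tested compounds plus 3 SD, computed separately for each screening campaign, cut at about 15% in these data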
# JMJD2C inh = inhibitors of GASC-1 histone demethylase, primary screen, biochemical, fluorescence, DELFIA europium; Lysine-specific demethylase 4C (Homo sapiens), Q9H3R0; GST-JMJD2C(1-420) H3K9me3 demethylation; inhibition, % at 2.35 µM; 330,000 tested, 0.069% active;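 active = more than half of a compound's replicate wells show inhibition beyond 50%, single wells judged on their own value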;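 note: signal counts dimethyl H3K9 product captured on neutravidin plate; 0% = median of DMSO wells and 100% = 0.3 times that DMSO median; strong numbers were not always called active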
# PP5 primary = PP5 phosphatase inhibitors, primary screen, biochemical, fluorescence. 320,000 tested, 0.18% active. inhibition, % at 6.7 µM. purified PP5c, OMFP substrate fluorescence. Serine/threonine-protein phosphatase 5 (Homo sapiens), P53041;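 active = inhibition above the campaign's mean inhibition across all tested compounds plus 3 SD, cut at about 9.5% in these data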;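 note: 0% = DMSO only and 100% = 100 µM cantharidin control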
# Target sequence (P53041 whole entry, looked up): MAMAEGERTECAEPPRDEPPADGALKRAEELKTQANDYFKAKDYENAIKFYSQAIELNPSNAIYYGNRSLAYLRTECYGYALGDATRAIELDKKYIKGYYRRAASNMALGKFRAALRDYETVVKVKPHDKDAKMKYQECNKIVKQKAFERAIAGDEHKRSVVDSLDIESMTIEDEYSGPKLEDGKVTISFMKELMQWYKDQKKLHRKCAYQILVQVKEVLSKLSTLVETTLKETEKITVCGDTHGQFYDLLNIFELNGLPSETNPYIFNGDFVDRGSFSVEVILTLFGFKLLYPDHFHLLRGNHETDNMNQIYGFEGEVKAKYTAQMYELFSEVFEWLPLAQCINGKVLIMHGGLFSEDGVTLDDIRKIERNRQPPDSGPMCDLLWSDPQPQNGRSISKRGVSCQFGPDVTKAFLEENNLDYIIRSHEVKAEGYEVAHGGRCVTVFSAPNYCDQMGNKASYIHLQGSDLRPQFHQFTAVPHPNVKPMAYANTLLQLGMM
# procasp7 counter = procaspase-7 activators, primary screen, counter-screen for procaspase-3 activator project, biochemical, absorbance, HTS, human; Caspase-7 (Homo sapiens), P55210; recombinant procaspase-7, Ac-DEVD-pNA absorbance 405 nm; D23A/D198A/D206A triple mutant, cannot self-cleave; scale: DMSO 0, 5 µM enzyme 100; activation, % at 8.5 µM; 330,000 tested, 0.093% active;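 active = percent activation above the screen-wide mean plus 3 SD, cut at about 25% in these data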
# Target sequence (P55210 whole entry D23A/D198A/D206A): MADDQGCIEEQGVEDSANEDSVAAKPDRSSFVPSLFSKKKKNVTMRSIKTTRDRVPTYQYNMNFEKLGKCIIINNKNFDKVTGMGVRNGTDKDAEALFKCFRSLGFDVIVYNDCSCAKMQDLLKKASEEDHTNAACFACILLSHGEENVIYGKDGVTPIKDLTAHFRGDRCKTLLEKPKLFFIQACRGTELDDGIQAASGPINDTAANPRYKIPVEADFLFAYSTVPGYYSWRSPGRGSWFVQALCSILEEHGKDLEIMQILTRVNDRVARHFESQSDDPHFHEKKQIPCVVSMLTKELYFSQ
#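 Test system: Procaspase-7 triple mutant (PC-7 D3A). Also added: Ac-DEVD-pNA substrate, 400 µM as added. Schedule: 1 h enzyme–compound preincubation and 2 h substrate reaction, both 25 °C. Signal: p-Nitroaniline absorbance at 405 nm, read at 0 and 120 min. Control set: low DMSO alone, high DMSO plus 5 µM PC-7.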
# VLA-4 inh = inhibition in human VLA-4 binding assay, primary screen, VLA-4 allosteric modulator project, MLPCN library, flow cytometry, VLA-4 expressing cells. ligand binding flow cytometry. Integrin alpha-4 (Homo sapiens), P13612. 330,000 tested, 0.2% active. inhibition, % (about 7 µM as worked out from the volumes in the protocol). AID 2557, 2010; in the data active = inhibition above about 50%
# proCasp3 act = activators of human procaspase-3 D3A mutant, primary screen, biochemical, absorbance, PC-3 D3A mutant, single concentration | activation, % at 8.5 µM | Caspase-3 (Homo sapiens), P42574 | 330,000 tested, 0.11% active | recombinant procaspase-3 D3A, Ac-DEVD-pNA absorbance 405 nm;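 active = activation above the mean of all tested compounds plus 3 SD, cut at about 21% in these data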;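 note: 0% = DMSO alone and 100% = DMSO wells spiked with extra 5 µM PC-3 D3A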
# Target sequence (P42574 whole entry D9A/D28A/D175A): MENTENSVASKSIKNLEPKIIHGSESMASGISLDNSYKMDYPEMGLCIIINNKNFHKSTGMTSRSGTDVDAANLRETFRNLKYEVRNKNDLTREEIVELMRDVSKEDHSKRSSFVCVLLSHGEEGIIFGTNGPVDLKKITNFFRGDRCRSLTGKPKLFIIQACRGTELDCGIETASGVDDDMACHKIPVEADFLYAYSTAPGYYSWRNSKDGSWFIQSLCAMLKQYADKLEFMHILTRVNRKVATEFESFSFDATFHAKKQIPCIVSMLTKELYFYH
#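 Assay system – Procaspase-3 D3A mutant · Benchmarks – DMSO low control, extra-enzyme high control · Technique – 405 nm absorbance of p-nitroaniline, reads at 0 and 120 min · Doses – 8.5 µM nominal · Measure – % activation between DMSO and enzyme-spiked controls · Also added – Ac-DEVD-pNA chromogenic peptide substrate · Schedule – 1 h compound preincubation, 2 h substrate hydrolysis at 25 °C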
# * marks the source's active call; other numbers are inactive results; · = not tested or not shown; & = joins results of further samples.
[1] Cc1ccc(NC(=S)N2CCN(c3ccccc3F)CC2)c(C)c1
[2] O=C(COc1ccccc1)NCC(=O)Nc1cccc(S(=O)(=O)NC2=NCCC2)c1
[3] CCOC(=O)C1=C(CC)OC(N)=C(C#N)C1c1ccc(OC)cc1OC (centres undefined)
[4] CCN(CC(=O)Nc1ccc(NC(C)=O)cc1)C(=O)c1cccc(S(=O)(=O)N2CCc3ccccc3C2)c1
[5] CC1=C(C(=O)NC(C)C)C2(CCC(C)CC2)OC1=O (centres undefined)
[6] Cc1ccc(NC(=O)c2sc3ncn(CC(=O)N4CCN(c5ccccn5)CC4)c(=O)c3c2C)cc1Cl
[7] O=C(NCCn1cc(SCc2ccccc2)c2ccccc21)c1c(F)cccc1F
[8] COC/C=C/C1=CC2=CC(=O)C(C)(O)C(=O)C2=CO1 (centres undefined)
entry no. | 1 | 2 | 3 | 4 | 5 | 6 | 7 | 8
GRK2 inh | 0 | 2 | 1 | 0 | 0 | 2 | 0 | 87*
Fh CTSL1 inh | 7 | -5 | -1 | 0 | -2 | 14 | 1 | 0
HCV core dimer | -4 | 1 | -2 | -7 | -3 | -3 | -3 | 58*
PP1 counter | -1 | -3 | 5 | -2 | -4 | 0 | 0 | 14
JMJD2C inh | 3 | -11 | 2 | -1 | -6 | 11 | -4 | 12
PP5 primary | 5.6 | -1.8 | 1.4 | -0.2 | 0.3 | 6.7 | 2.6 | 4.1
procasp7 counter | -2 | 2 | 13 | -6 | 6 | -2 | 6 | -4
VLA-4 inh | 4 | 12 | 23 | -2 | -17 | 2 | 19 | -9
proCasp3 act | -9 | 0 | -2 | -7 | 5 | -5 | -1 | 11

[9] CC(C)S(=O)(=O)N1CCN(c2ccnc3cc(Cl)ccc23)CC1
[10] C[C@]12CC[C@@H]3c4ccc(O)cc4[C@@H](O)C[C@H]3[C@@H]1CC[C@@H]2O
[11] CCOC(=O)c1c(C)[nH]c(C(=O)COC(=O)CN2C(=O)C3CCCCC3C2=O)c1C (centres undefined)
[12] COc1ccc(C2NC(=O)N(C)C(C)=C2[N+](=O)[O-])cc1 (centres undefined)
[13] Cc1ccnc(NC(=O)CCCNC(=O)c2ccc(Cl)cc2)c1
[14] COc1ccc(C2C(C#N)=C(N)OC3=C2C(=O)CCC3)cc1Cn1nc(C)c([N+](=O)[O-])c1C (centres undefined)
[15] O=C(CN(C(=O)Cn1nnc(-c2ccccc2F)n1)c1cccc2c1CCCC2)NCc1ccccc1
[16] O=C(NNc1cc(Cl)ccc1Cl)c1cccnc1Cl
entry no. | 9 | 10 | 11 | 12 | 13 | 14 | 15 | 16
GRK2 inh | 0 | 3 | 1 | 6 | 0 | 4 | 2 | 0
Fh CTSL1 inh | -4 | -4 | 3 | -2 | 2 | -2 | 2 | -2
HCV core dimer | 1 | 3 | 3 | -4 | -1 | 10 | 3 | -3
PP1 counter | -2 | 0 | -2 | 0 | -4 | 4 | 8 | 3
JMJD2C inh | -11 | -14 | 0 | 21 | -5 | 2 | 10 | -12
PP5 primary | 2.2 | 0.4 | 2.3 | 4.9 | -1.9 | 2.0 | 0.3 | -2.2
procasp7 counter | 5 | -1 | 9 | -8 | 7 | -3 | 2 | -10
VLA-4 inh | 5 | 14 | 12 | -8 | -4 | 14 | 18 | 19
proCasp3 act | -3 | -2 | 5 | -8 | 0 | -4 | 1 | 1

# Part of the list above, with bars between the fields:
item | molecule | GRK2 inh | Fh CTSL1 inh | HCV core dimer | PP1 counter | JMJD2C inh | PP5 primary | procasp7 counter | VLA-4 inh | proCasp3 act
5 | CC1=C(C(=O)NC(C)C)C2(CCC(C)CC2)OC1=O (centres undefined) | 0 | -2 | -3 | -4 | -6 | 0.3 | 6 | -17 | 5
6 | Cc1ccc(NC(=O)c2sc3ncn(CC(=O)N4CCN(c5ccccn5)CC4)c(=O)c3c2C)cc1Cl | 2 | 14 | -3 | 0 | 11 | 6.7 | -2 | 2 | -5
7 | O=C(NCCn1cc(SCc2ccccc2)c2ccccc21)c1c(F)cccc1F | 0 | 1 | -3 | 0 | -4 | 2.6 | 6 | 19 | -1
8 | COC/C=C/C1=CC2=CC(=O)C(C)(O)C(=O)C2=CO1 (centres undefined) | 87* | 0 | 58* | 14 | 12 | 4.1 | -4 | -9 | 11
9 | CC(C)S(=O)(=O)N1CCN(c2ccnc3cc(Cl)ccc23)CC1 | 0 | -4 | 1 | -2 | -11 | 2.2 | 5 | 5 | -3
10 | C[C@]12CC[C@@H]3c4ccc(O)cc4[C@@H](O)C[C@H]3[C@@H]1CC[C@@H]2O | 3 | -4 | 3 | 0 | -14 | 0.4 | -1 | 14 | -2
11 | CCOC(=O)c1c(C)[nH]c(C(=O)COC(=O)CN2C(=O)C3CCCCC3C2=O)c1C (centres undefined) | 1 | 3 | 3 | -2 | 0 | 2.3 | 9 | 12 | 5
12 | COc1ccc(C2NC(=O)N(C)C(C)=C2[N+](=O)[O-])cc1 (centres undefined) | 6 | -2 | -4 | 0 | 21 | 4.9 | -8 | -8 | -8
13 | Cc1ccnc(NC(=O)CCCNC(=O)c2ccc(Cl)cc2)c1 | 0 | 2 | -1 | -4 | -5 | -1.9 | 7 | -4 | 0

# Additional records:
[17] N#Cc1c(-c2ccc(Cl)cc2Cl)nc2n(c1=O)CCS2
[18] COc1ccc(CNC(=O)c2ccc(CS(=O)(=O)c3ccc(C)cc3)o2)cc1
[19] O=C(OCc1cccs1)c1ccccc1NS(=O)(=O)c1ccc2c(c1)OCCO2
[20] CCn1c(SCC(=O)N2CCCCC2C)nnc1-c1ccco1 (centres undefined)
[21] COc1ccc(C(CC(=O)N2CCCCC2)C(C)C)cc1 (centres undefined)
[22] O=C(NNC(=O)c1cccc(Br)c1)Nc1ccc(Cl)cc1
[23] Cc1ccc(-n2c(-c3ccc(Br)cc3)c[n+]3c2CCc2ccc4cccnc4c2-3)cc1
[24] Cc1nc(-c2cccnc2)sc1C(N)=O
entry no. | 17 | 18 | 19 | 20 | 21 | 22 | 23 | 24
GRK2 inh | 0 | 0 | 0 | 3 | 0 | 0 | 0 | 3
Fh CTSL1 inh | 1 | -1 | -3 | -3 | -1 | -3 | 3 | 0
HCV core dimer | 1 | -7 | 4 | -11 | -2 | 3 | 7 | 0
PP1 counter | -4 | -2 | -1 | 2 | -7 | 3 | 25* | 1
JMJD2C inh | 7 | -17 | -17&4 | · | · | -12 | -4 | 7
PP5 primary | 4.4 | 2.5 | 2.0 | 0.9 | 0.6 | 1.9 | 2.0 | 1.2
procasp7 counter | -4 | 3 | 2 | 1 | 6 | -3 | -14 | 7
VLA-4 inh | 92* | -1 | 13 | -4 | -5 | -5 | 19 | 16
proCasp3 act | 5 | 0 | -5 | 1 | -5 | 5 | -9 | -4

[25] O=C(CCCN1C(=O)c2ccccc2C1=O)Nc1ccccc1
[26] CCCc1cc(-c2n[nH]c(=S)n2CC)cs1
[27] Cc1nnc(SCc2cc(=O)[nH]c(=S)[nH]2)s1
[28] Cc1ccc(C(=O)NC(=O)CSc2ncccc2C(=O)O)cc1
[29] CCCn1c(CCc2ccccc2)n[nH]c1=S
[30] CSc1ccccc1NC(=O)C1CC(c2c(F)cccc2Cl)=NO1 (centres undefined)
[31] CCc1nnc(NC(=O)c2ccc(S(=O)(=O)N3CCN(Cc4ccccc4)CC3)cc2)s1
[32] CC(C)n1c(CN2CCN(Cc3ccccc3)CC2)nc2ccccc21
entry no. | 25 | 26 | 27 | 28 | 29 | 30 | 31 | 32
GRK2 inh | 1 | 14 | 2 | 6 | 0 | 7 | 1 | 1
Fh CTSL1 inh | -3 | 2 | -3 | -3 | -1 | -1 | 0 | -3
HCV core dimer | 1 | 3 | 3 | -1 | 1 | 2 | 14 | -2
PP1 counter | 3 | -4 | -1 | 1 | -6 | 1 | -1 | -5
JMJD2C inh | 0 | 1 | 1 | 24 | · | 3 | -11&8 | -1
PP5 primary | 1.4 | -1.0 | -1.1 | -1.1 | -1.2 | 3.3 | 1.6 | 3.0
procasp7 counter | 0 | -17 | 11 | 6 | -11 | -7 | 2 | 20
VLA-4 inh | 0 | 5 | 0 | -3 | 6 | 3 | 37 | 7
proCasp3 act | -6 | -6 | 2 | -9 | -6 | -4 | 1 | 1

[33] CCCN(c1ccc(OCC)cc1)c1ncnc2nc[nH]c12
[34] COc1cccc(N2C(=O)CC(c3c[nH]c4ccccc34)C2=O)c1 (centres undefined)
[35] COC(=O)c1onc(-c2c(OC)cc(OC)cc2OC)c1C(=O)OC
[36] CN1CCN(CC(=O)N2c3ccccc3Sc3ccccc32)CC1
[37] Cc1cccc(CSc2[nH]c(=O)ncc2C)c1
[38] Cc1ccc(S(=O)(=O)NC(C)(C)CSc2ccccn2)cc1
[39] COc1ccc(-c2sc3ccc(-c4ccc5c(c4)OCO5)cc3c2-c2ccc(OC)nc2)cc1
[40] CCOc1ccc(N2C(=O)CC(SC(=NC)Nc3ccc4c(c3)OCO4)C2=O)cc1 (centres undefined)
[41] COc1cc(C2NC(=S)NC(O)(C(F)(F)F)C2C(=O)c2cccs2)cc(OC)c1O (centres undefined)
[42] O=S(=O)(/N=C(/Sc1ccccc1)c1ccccc1)c1ccccc1
[43] CCN1C/C(=C/c2ccc(N3CCOCC3)cc2)C(=O)/C(=C/c2ccc(N3CCOCC3)cc2)C1
entry no. | 33 | 34 | 35 | 36 | 37 | 38 | 39 | 40 | 41 | 42 | 43
GRK2 inh | 0 | 1 | 2 | 0 | 4 | 0 | 1 | 5 | 0 | 0 | 0
Fh CTSL1 inh | -2 | 2 | 2 | -4 | 6 | 0 | · | 2 | -1 | -1 | -1
HCV core dimer | 0 | 20 | 0 | -5 | 1 | 2 | · | 5 | -12 | 0 | 6
PP1 counter | 0 | -3 | -1 | -1 | 8 | -2 | · | 0 | 3 | -3 | -2
JMJD2C inh | -6 | 7 | 5 | -13 | -7 | 6 | -32 | 0 | -5 | 92 | 3
PP5 primary | 0.1 | 2.2 | -2.0 | 1.5 | 1.6 | 0.6 | · | -1.0 | -0.5 | 0.9 | 5.3
procasp7 counter | 4 | -4 | 0 | -4 | 5 | 7 | 5 | -2 | 2 | -7 | -26
VLA-4 inh | 33 | 2 | 5 | 13 | -12 | -5 | 0 | 4 | 0 | 46 | -249
proCasp3 act | 2 | 1 | 5 | 0 | 3 | 4 | 1 | -1 | -6 | -1 | -50
